# Screening results deposited in PubChem by several laboratories.
# DAX1 inh-1 = blocks DAX1 repression of SF-1 activated StAR promoter; HEK293T StAR-luciferase reporter, SF-1/DAX-1 repression relief; inhibition, % at 6.8 µM; actives 1.1% (n = 370,000); AID 652010;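 active = inhibition above the mean over all tested compounds plus 3 SD, cut at about 3.6% in these data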;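 also: 0% = DAX-1 cells with DMSO and 100% = cells lacking DAX-1 with DMSO; higher inhibition means more luminescence from relief of DAX-1 repression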
# DAX1 inh-2 = inhibitors of human orphan nuclear receptor DAX1 (NR0B1); AID 504766; actives 0.99% (n = 340,000); inhibition, % at 6.75 µM; P51843; HEK293 Gal4-DAX1 luciferase reporter, luminescence;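 active = inhibition above the mean over all tested compounds plus 3 SD, cut at about 4.2% in these data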;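 also: 0% = DAX1-transfected cells with DMSO and 100% = empty-vector control cells with DMSO; inhibition shows as a rise in luminescence from relieved DAX1 repression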
# Target sequence (P51843 207-470 limits assumed): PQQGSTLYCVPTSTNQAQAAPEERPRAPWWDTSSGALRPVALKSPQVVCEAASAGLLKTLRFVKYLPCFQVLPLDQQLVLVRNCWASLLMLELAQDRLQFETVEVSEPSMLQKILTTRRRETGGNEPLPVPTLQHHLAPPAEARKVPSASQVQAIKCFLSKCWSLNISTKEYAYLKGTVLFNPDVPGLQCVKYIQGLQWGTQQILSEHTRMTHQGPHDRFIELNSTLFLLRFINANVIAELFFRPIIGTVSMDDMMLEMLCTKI
# ssDAF12 agonist = S. stercoralis DAF-12 activation, primary screen; HEK293 ssDAF-12/GRIP1 lit1-tk-luc reporter, luminescence; % of 3 µM dafachronic acid response; activation, % at 6.8 µM; actives 1% (n = 370,000); AID 652126;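 active = activation above the mean over all tested compounds plus 3 SD, cut at about 0.9% in these data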;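 also: 0% = DMSO-only wells and 100% = 3 µM delta7-dafachronic acid wells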
# PLCb3 inh = PLC-beta3 (human) inhibition, primary screen | AID 720704 | Purified PLC-beta3, fluorogenic substrate, fluorescence | actives 0.18% (n = 370,000) | inhibition, % at 12.2 µM; in the data active = inhibition above about 11%;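 also: 0% = median of compound wells on plate and 100% = full blocker control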
# MBD2 DNA inh = MBD2-methylated oligo binding inhibition | actives 0.31% (n = 370,000) | TR-FRET, MBD2 binding to methylated oligonucleotide | Q9UBB5 | AID 686964 | inhibition, % at 4.4 µM; in the data active = inhibition above about 13%
# NR1D1 modulator = Rev-erb alpha (human) modulation | P20393 | Rev-erbα–FITC-DNA binding, fluorescence polarization, 90 min | activity, % at 10 µM | actives 0.79% (n = 370,000) | AID 1259318;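 active = activity above about 14%, limit read from the data; passing the limit was not always enough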;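 also: 0% = DMSO wells with 35 nM protein and 100% = DMSO wells with 750 nM protein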
# Target sequence (P20393 whole entry, looked up): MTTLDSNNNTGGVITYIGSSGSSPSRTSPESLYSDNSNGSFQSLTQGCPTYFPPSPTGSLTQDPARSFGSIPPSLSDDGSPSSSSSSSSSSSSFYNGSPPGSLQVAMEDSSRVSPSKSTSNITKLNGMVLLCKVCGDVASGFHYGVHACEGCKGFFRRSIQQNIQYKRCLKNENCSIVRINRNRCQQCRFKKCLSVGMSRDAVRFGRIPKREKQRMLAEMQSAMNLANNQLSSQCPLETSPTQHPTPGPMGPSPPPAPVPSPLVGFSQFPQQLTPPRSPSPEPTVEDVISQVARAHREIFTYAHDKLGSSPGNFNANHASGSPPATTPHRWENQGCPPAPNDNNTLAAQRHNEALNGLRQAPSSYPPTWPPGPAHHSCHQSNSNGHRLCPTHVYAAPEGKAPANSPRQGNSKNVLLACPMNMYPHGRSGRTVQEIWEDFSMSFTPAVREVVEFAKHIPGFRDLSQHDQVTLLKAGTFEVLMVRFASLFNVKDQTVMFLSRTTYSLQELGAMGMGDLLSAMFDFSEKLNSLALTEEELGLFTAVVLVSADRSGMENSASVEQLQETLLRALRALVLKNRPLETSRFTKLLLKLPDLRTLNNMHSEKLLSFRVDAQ
# hcDAF12 agonist = activates DAF-12 receptor from parasite H. contortus; HEK293 hcDAF-12 lit1-tk-luc reporter, luminescence; 0% DMSO, 100% Δ7-dafachronic acid; activation, % at 6.8 µM; actives 1.4% (n = 370,000);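 active = activation above the mean of all tested compounds plus 3 SD, cut at about 5.5% in these data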;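 also: 100% = response to 3 µM Δ7-dafachronic acid high control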
# SMARCA2 act = SMARCA2 function activation, primary screen; MG213 cells, MMTV-luciferase reporter, dexamethasone, overnight; activation, % at 9.1 µM; actives 1% (n = 370,000); in the data active = activation above about 7.8%;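 also: 0% = vehicle wells and 100% = reference activator wells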
# PLC-gamma1 inh = PLC-gamma1 (human) inhibition, primary screen. purified PLC-gamma1, fluorogenic substrate, fluorescence. P19174. actives 0.84% (n = 370,000). inhibition, % at 12.2 µM. AID 720700; in the data active = inhibition above about 9.5%
# hgDAF12 agonist = activates the H. glycines DAF-12 receptor ligand-binding domain; activation, % at 6.8 µM; AID 687014; actives 1.8% (n = 370,000); HEK293 GAL4-hgDAF12 UAS-luciferase reporter, agonist luminescence; normalized to butyrate control;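 active = activation above a cutoff set at the mean of all screened compounds plus 3 SD, cut at about 10% in these data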;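 also: 0% = DMSO wells and 100% = sodium butyrate wells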
# ADAM17 inh = inhibits human ADAM17. P78536. inhibition, % at 6.95 µM. AID 720648. recombinant ADAM17, EDANS/DABCYL FRET peptide cleavage. actives 0.83% (n = 370,000);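 active = inhibition above the mean of compounds lying between control limits plus 3 SD, set per campaign, cut at about 8.5% in these data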;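 also: 0% = DMSO-only wells as the low control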
# Starred values were filed as active, the others as inactive; i = inactive; / = no result given.
1) C[C@H](CO)N1C[C@H](C)[C@@H](CN(C)C(=O)Nc2ccc(C(F)(F)F)cc2)Oc2c(NC(=O)Nc3ccc(C(F)(F)F)cc3)cccc2C1=O
2) CC(C)(C)OC(=O)NCCC(=O)N/N=C/c1ccc2nccnc2c1
3) CCOC(=O)C1(S(=O)(=O)c2ccc(Cl)cc2)CCN(Cc2ccccc2)CC1
4) N#CCc1ccc(Oc2ncccn2)cc1
5) O=S(=O)(NC1CCCCC1NCc1ccco1)c1ccc(Cl)cc1 (stereo not drawn)
6) Cc1c(Cl)cnc(NC(=O)COC(=O)c2cccc(S(=O)(=O)N3CCc4ccccc4C3)c2)c1Cl
7) Cn1c(NCCCN2CCOCC2)nc2c1c(=O)n(Cc1ccc(Cl)cc1Cl)c(=O)n2C
8) COc1cc(S(=O)(=O)N2CCC(c3nc4ccccc4s3)CC2)ccc1S(=O)(=O)NC1CCCC1
assay / entry	1	2	3	4	5	6	7	8
DAX1 inh-1	0.1	1.1	0.0	-0.2	-0.7	0.4	-1.2	0.1
DAX1 inh-2	-0.6	-0.7	0.1	-0.1	0.8	0.5	-0.6	-0.7
ssDAF12 agonist	-1.4	-0.7	-1.4	-1.1	-1.6	-0.7	-1.5	-1.2
PLCb3 inh	2.2	-16.7	3.0	1.4	3.8	-6.0	3.0	-1.9
MBD2 DNA inh	-5.4	-1.4	2.3	0.9	-6.4	7.8	-2.4	0.8
NR1D1 modulator	-2.1	-1.4	3.3	-5.4	-4.2	12.7	-1.6	-0.9
hcDAF12 agonist	-2.1	-1.0	1.6	0.2	-0.7	0.2	-2.0	1.6
SMARCA2 act	-1.9	-5.7	-2.2	-0.1	-0.9	0.0	-5.0	-0.5
PLC-gamma1 inh	0.9	-8.0	0.4	-2.6	2.5	-5.0	12.1*	-2.2
hgDAF12 agonist	-1.9	-0.3	1.2	1.5	-0.5	1.1	-2.4	-0.1
ADAM17 inh	11.6*	-5.6	0.5	-2.0	-1.4	-4.3	0.5	-4.5

9) Cc1cc([N+](=O)[O-])nn1CCC(=O)Nc1nccs1
10) CC(=O)Nc1ccc(NC(=O)[C@@H](NC(=O)c2cccc(C)c2)C(C)C)cc1
11) CCOC(=O)C(NC(=O)c1ccccc1)=C1C=C(C)OC(C)=C1
12) COc1cccc(NC(=O)Cn2c(SCC(=O)N3CCOCC3)nc3ccccc32)c1
13) COc1cc2c(cc1OC)-c1nnc(-c3cccs3)n1C(C)(C)C2
14) O=C(NC1CCCCC1)C1c2ccccc2OCC(=O)N1Cc1ccco1 (stereo not drawn)
15) COc1ccc(C2C(C(=O)c3ccc(C)o3)=C(O)C(=O)N2CC2CCCO2)cc1OC (stereo not drawn)
16) Oc1cccc2c(NC(=S)Nc3ccc(SC(F)F)cc3)cccc12
assay / entry	9	10	11	12	13	14	15	16
DAX1 inh-1	0.2	0.1	1.2	-0.3	0.2	4.4*	1.1	-0.6
DAX1 inh-2	0.6	1.6	-1.5	0.8	1.8	/	-0.1	-1.4
ssDAF12 agonist	-1.7	-1.0	-1.5	-1.6	-1.8	-0.8	-0.9	-0.8
PLCb3 inh	-0.3	-3.6	-2.0	6.4	-9.3	0.5	-9.3	-43.9
MBD2 DNA inh	-3.8	1.9	2.0	1.8	3.7	-4.1	-3.2	3.3
NR1D1 modulator	1.3	4.0	-2.8	-2.3	-1.7	5.2	2.5	-0.6
hcDAF12 agonist	-1.6	-1.4	-0.6	0.0	1.1	-1.3	1.2	2.2
SMARCA2 act	-5.3	0.8	1.4	0.7	-5.5	2.2	-1.5	2.0
PLC-gamma1 inh	1.2	-0.4	0.2	2.3	-5.2	2.5	-3.4	-22.2
hgDAF12 agonist	2.3	0.5	-1.5	0.8	1.3	1.2	-3.3	-0.9
ADAM17 inh	6.5	0.2	0.5	2.0	-4.2	2.1	1.6	-31.3

17) COc1ccc(CCNC(=O)c2cccc3ccccc23)cc1OC
18) Cc1ccc(NC(=O)CSCC(=O)OC(C)C(=O)Nc2ccccc2C)cc1 (stereo not drawn)
19) Cc1cc(C)nc(SCc2ccc(C(=O)N/N=C/c3ccc(C(=O)O)cc3)cc2)n1
20) CC(NS(=O)(=O)c1ccc([N+](=O)[O-])cc1)C(=O)NN (stereo not drawn)
21) COc1ccc(Nc2cc(C)nc3ncnn23)cc1Cl
22) COc1ccc(C(=O)C2CCCN(C(=O)c3cccnc3OC)C2)cc1F (stereo not drawn)
23) CCOc1cc(/C=N/NC(=O)CN2CCCCC2)ccc1O
24) CCCCn1c(-c2csc3ccccc23)n[nH]c1=S
assay / entry	17	18	19	20	21	22	23	24
DAX1 inh-1	-0.4	1.4	0.1	-0.2	0.0	-0.4	-1.0	-0.3
DAX1 inh-2	2.0	0.1	-0.1	1.7	1.1	0.4	0.5	-0.8
ssDAF12 agonist	-1.0	-0.6	-1.4	-1.6	-0.6	-1.7	-0.9	-0.6
PLCb3 inh	-4.6	-2.1	-7.9	4.4	-7.6	6.7	-4.6	-4.3
MBD2 DNA inh	-2.5	-4.0	-3.9	4.0	-1.5	-1.1	-4.9	4.5
NR1D1 modulator	-9.9	-6.2	0.2	0.7	2.5	5.3	-3.5	0.7
hcDAF12 agonist	-1.9	1.0	-1.2	-0.1	3.4	0.5	-1.5	-1.3
SMARCA2 act	-0.1	0.1	-1.5	1.9	-0.1	-5.1	-0.7	-3.3
PLC-gamma1 inh	-1.6	0.9	-0.6	0.6	1.8	1.9	0.0	-1.6
hgDAF12 agonist	0.3	3.1	-1.3	-1.8	1.5	-0.6	-0.6	0.2
ADAM17 inh	-1.9	2.9	-0.7	-0.6	0.2	0.8	-2.2	0.4

25) CC(C)C(=O)NCCc1nc(-c2ccc(Cl)cc2)no1
26) COc1ccc([C@@H]2CC(=O)c3c(O)cc(O[C@@H]4O[C@H](CO[C@@H]5O[C@@H](C)[C@H](O)[C@@H](O)[C@H]5O)[C@@H](O)[C@H](O)[C@H]4O)cc3O2)cc1O
27) Cc1sc2ncnc(N3CCC(C(=O)Nc4nnc(CC(C)C)s4)CC3)c2c1C
28) O=C(Nc1nnc(COc2ccccc2F)s1)Nc1ccccc1F
29) CS(=O)(=O)N1CCc2cc(NC(=O)c3ccc(Cl)cc3Cl)ccc21
30) Cc1noc(C)c1C(=O)NCc1ccco1
31) O=C(COC(=O)C1CC(=O)N(Cc2ccccc2)C1)Nc1cccc([N+](=O)[O-])c1 (stereo not drawn)
32) CCC(C)NC(=O)C1CCN(S(=O)(=O)c2ccc3[nH]c(=O)oc3c2)CC1 (stereo not drawn)
assay / entry	25	26	27	28	29	30	31	32
DAX1 inh-1	-0.5	1.7	-0.5	-0.1	-0.7	-0.6	0.7	0.7
DAX1 inh-2	1.5	0.6	-0.2	0.5	-0.7	0.6	-1.1	/
ssDAF12 agonist	-1.0	-1.3	-1.3	-1.2	-1.4	-1.5	-0.7	-1.3
PLCb3 inh	0.3	-3.9	-5.9	-8.2	3.8	-0.5	-6.7	3.2
MBD2 DNA inh	2.9	0.8	1.5	5.6	-0.7	4.7	1.2	-6.3
NR1D1 modulator	-1.8	-1.3	17.0*	4.2	5.6	-9.0	-2.2	-2.8
hcDAF12 agonist	0.6	-0.3	-1.0	-2.2	-1.5	-0.7	0.6	-1.5
SMARCA2 act	1.9	-2.7	-4.0	4.3	1.1	3.1	-1.6	-3.8
PLC-gamma1 inh	-0.3	2.9	-2.7	3.2	2.5	-0.9	-0.8	-0.1
hgDAF12 agonist	-0.3	2.9	0.1	-1.3	-0.5	0.6	0.0	-1.9
ADAM17 inh	-6.0	-2.7	-1.5	3.7	2.3	-1.9	-5.2	-4.4

33) O=C(CCl)NCCN1C(=O)S/C(=C\c2cccnc2)C1=O
34) CCc1c(C)nc(N)n2c(SCC(=O)Nc3ccccc3OC)nnc12
35) Cc1nn(-c2ccccc2)c2c1C(c1cccc([N+](=O)[O-])c1)N(c1ccccc1)C(=O)N2 (stereo not drawn)
36) C[C@H](O)[C@@H]1C(=O)N2CCc3c([nH]c4ccccc34)[C@@H]2C[C@@H]1N(C)C(=O)Nc1ccccc1
37) CC(=O)N1CCN(S(=O)(=O)c2cccc(C(=O)NNC(=O)c3ccc(Br)cc3)c2)CC1
38) CC(C)C[C@H]1CN(CCCC[C@@H]2CNC(=O)C(=O)N2Cc2ccccc2)C(=O)C(=O)N1CCc1ccc(O)cc1
39) O=C(c1cc(O)c(O)c([N+](=O)[O-])c1)c1ccccc1F
40) Cn1cccc1C(=O)OCc1cc(Cl)cc2c1OCOC2
41) C=CCN1CC(C)/C(=N\O)CC1C (stereo not drawn)
42) CCOc1ncccc1C(=O)N1CCN(S(=O)(=O)c2ccc3ccccc3c2)CC1
assay / entry	33	34	35	36	37	38	39	40	41	42
DAX1 inh-1	-3.4	-0.4	-0.1	1.1	-0.4	-1.1	-0.3	2.9	0.1	0.4
DAX1 inh-2	-0.4	0.0	-0.9	0.1	0.6	/	0.9	4.1	-0.3	0.1
ssDAF12 agonist	-0.7	-2.1	-2.1	-0.9	-0.9	-0.9	-1.1	-0.3	-0.8	-1.9
PLCb3 inh	-7.8	-0.2	1.8	i	-6.0	1.9	3.2	0.1	-3.5	-4.1
MBD2 DNA inh	-1.2	-1.8	8.0	-10.9	-5.6	-0.3	5.0	0.1	-1.9	0.9
NR1D1 modulator	/	-2.2	-2.6	-1.1	5.2	-0.1	-6.7	4.5	-3.1	-5.4
hcDAF12 agonist	0.9	2.0	-3.2	3.0	-2.2	-1.8	-1.3	1.2	0.0	-1.6
SMARCA2 act	-0.3	-1.1	0.7	0.1	-4.1	-3.0	-6.2	6.6	-1.2	2.0
PLC-gamma1 inh	-2.7	3.1	2.5	-445.3	-0.2	0.0	10.0*	-2.4	3.0	2.8
hgDAF12 agonist	-3.1	-0.4	2.5	0.6	1.2	-0.5	2.6	8.1	0.8	-1.4
ADAM17 inh	-5.9	-0.6	-2.9	-448.1	4.3	-0.6	5.1	3.8	-0.4	-0.5

# Reformatted as tab-separated lines: part of the list above.
entry	mol	DAX1 inh-1	DAX1 inh-2	ssDAF12 agonist	PLCb3 inh	MBD2 DNA inh	NR1D1 modulator	hcDAF12 agonist	SMARCA2 act	PLC-gamma1 inh	hgDAF12 agonist	ADAM17 inh
3	CCOC(=O)C1(S(=O)(=O)c2ccc(Cl)cc2)CCN(Cc2ccccc2)CC1	0.0	0.1	-1.4	3.0	2.3	3.3	1.6	-2.2	0.4	1.2	0.5
22	COc1ccc(C(=O)C2CCCN(C(=O)c3cccnc3OC)C2)cc1F (stereo not drawn)	-0.4	0.4	-1.7	6.7	-1.1	5.3	0.5	-5.1	1.9	-0.6	0.8
27	Cc1sc2ncnc(N3CCC(C(=O)Nc4nnc(CC(C)C)s4)CC3)c2c1C	-0.5	-0.2	-1.3	-5.9	1.5	17.0*	-1.0	-4.0	-2.7	0.1	-1.5
8	COc1cc(S(=O)(=O)N2CCC(c3nc4ccccc4s3)CC2)ccc1S(=O)(=O)NC1CCCC1	0.1	-0.7	-1.2	-1.9	0.8	-0.9	1.6	-0.5	-2.2	-0.1	-4.5
